Compound activity from PubChem BioAssay.
KDM5B inhibitor – blocks human KDM5B histone demethylase activity. Q9UGL1. AID 1347165. 220,000 tested, 2.6% active. Potency, µM (titrated, usually from 57.7 µM), for the others: top-dose activity change, negative = inhibition, hits mostly inhibitors. KDM5B demethylase, FDH-coupled NADH fluorescence (FDH is formaldehyde dehydrogenase); active means well fitted inhibition curve with a large enough effect; inconclusive means small, poorly fitted or top-dose-only effect; inactive means no such curve, though single readings can be large or run the other way; further: 0% is about no effect; nearly all actives have a fitted effect of over 70% in size
Target sequence (Q9UGL1 whole entry, looked up): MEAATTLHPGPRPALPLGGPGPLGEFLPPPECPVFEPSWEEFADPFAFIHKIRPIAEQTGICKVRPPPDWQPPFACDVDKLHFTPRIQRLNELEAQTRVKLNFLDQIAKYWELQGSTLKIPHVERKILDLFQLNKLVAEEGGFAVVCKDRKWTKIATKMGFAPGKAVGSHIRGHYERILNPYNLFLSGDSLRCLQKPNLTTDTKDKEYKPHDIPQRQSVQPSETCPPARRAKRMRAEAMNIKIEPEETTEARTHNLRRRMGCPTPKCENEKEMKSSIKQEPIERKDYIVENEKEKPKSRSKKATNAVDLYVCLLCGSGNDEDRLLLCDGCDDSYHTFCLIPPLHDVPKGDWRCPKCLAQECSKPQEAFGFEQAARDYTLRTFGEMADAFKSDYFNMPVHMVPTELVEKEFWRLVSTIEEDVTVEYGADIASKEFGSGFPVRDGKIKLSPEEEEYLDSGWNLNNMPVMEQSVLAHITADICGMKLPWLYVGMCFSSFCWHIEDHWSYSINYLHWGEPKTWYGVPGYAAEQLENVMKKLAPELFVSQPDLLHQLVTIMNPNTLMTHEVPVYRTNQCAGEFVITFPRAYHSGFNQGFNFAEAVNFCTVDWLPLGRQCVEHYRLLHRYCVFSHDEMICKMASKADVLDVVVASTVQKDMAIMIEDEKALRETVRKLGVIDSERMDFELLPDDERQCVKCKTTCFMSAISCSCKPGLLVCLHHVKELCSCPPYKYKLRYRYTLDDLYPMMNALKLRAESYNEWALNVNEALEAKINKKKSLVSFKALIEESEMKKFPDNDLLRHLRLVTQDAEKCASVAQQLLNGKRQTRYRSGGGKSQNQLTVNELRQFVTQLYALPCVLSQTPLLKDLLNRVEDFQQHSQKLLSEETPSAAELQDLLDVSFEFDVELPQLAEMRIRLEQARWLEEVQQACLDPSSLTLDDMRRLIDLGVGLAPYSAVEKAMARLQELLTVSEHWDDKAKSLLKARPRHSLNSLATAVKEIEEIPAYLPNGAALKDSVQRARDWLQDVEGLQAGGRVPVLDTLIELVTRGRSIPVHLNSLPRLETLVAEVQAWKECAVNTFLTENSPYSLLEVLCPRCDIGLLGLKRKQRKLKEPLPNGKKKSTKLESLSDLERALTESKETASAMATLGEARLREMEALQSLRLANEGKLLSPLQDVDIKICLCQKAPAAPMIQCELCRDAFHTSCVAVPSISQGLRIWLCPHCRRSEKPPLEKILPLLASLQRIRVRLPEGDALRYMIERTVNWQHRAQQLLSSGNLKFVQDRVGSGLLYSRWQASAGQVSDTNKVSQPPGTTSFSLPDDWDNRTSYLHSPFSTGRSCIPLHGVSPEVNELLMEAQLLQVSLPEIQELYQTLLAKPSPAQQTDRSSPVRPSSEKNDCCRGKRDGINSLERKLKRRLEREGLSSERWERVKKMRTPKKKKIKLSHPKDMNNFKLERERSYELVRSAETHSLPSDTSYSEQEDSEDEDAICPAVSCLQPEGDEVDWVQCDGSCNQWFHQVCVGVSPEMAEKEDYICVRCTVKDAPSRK
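Inhibition is measured as reduced NADH fluorescence generation from FDH coupling to formaldehyde release. Truncated KDM5BΔAP at 200 nM final acts on H3K4me3 peptide (12.5 µM in substrate mix) in pH 7.5 HEPES buffer with Tween-20, 30 min, room temperature.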
The depositor's hits bear a star; i = inactive; ? = inconclusive; [ ] = another dose, or the depositor's remark. Potency means the concentration at half of the fitted maximal effect.

SMILES	KDM5B inhibitor
CCN(CC(=O)NCc1ccc(Cl)cc1)C(=O)c1oc2ccccc2c1C	-30%
COc1ccccc1-c1nc2cnccn2c1NCCC(=O)N1CCc2ccccc21	28µM*
Cc1ccc(C)c(CN2C(=O)NC3(CCN(C(=O)c4ccncc4)CC3)C2=O)c1	-8%
O=C(N[C@H]1CCN2C(=O)N(c3cccc4nsnc34)C(=O)[C@@H]2C1)c1ccc(F)c(Cl)c1	32µM*
Fc1ccc(OC2CN(Cc3cncs3)C2)cc1F	-11%[86.2 µM]
CCCCNCc1ccc(F)cc1	16%
COc1cccc(CN2C(=O)OC3(CCN(C(C)=O)CC3)C2(C)c2cccnc2)c1 (stereo not given)	-15%[86.2 µM]
CCCCCc1ccc(-c2ccc(-c3ccc(O)cc3)cn2)cc1	93%[activator]
Cc1ccc(NC(=O)CSc2nc3ccccc3c3nc(CCn4c(C)nc5ccccc54)nn23)cc1F	-9%
Cc1cc(C)cc(-n2c(=O)c3sccc3n(CC(=O)NC3CCc4ccccc43)c2=O)c1 (stereo not given)	-14%
Cc1cccc(Cn2c(-c3ccc[nH]c3=O)nc3ccccc32)c1	?
CS(=O)(=O)N1CC(F)(F)C[C@H]1c1nc(C2CC2)no1	-3%
CN(C)c1ccc2nnc(-c3cc(C(=O)Nc4cccc(Cl)c4)ccn3)n2n1	?
CCOc1ccc(CNS(=O)(=O)c2cc(-c3noc(C)n3)cs2)cc1	4%
CCOc1ccc(C(=O)N2CCN(C(=O)c3nnn4c3COC(c3ccc(Cl)cc3)C4)CC2)cc1 (stereo not given)	29%
O=C(NCc1ccc2c(c1)CCN2C(=O)c1ccc(F)cc1)c1cc2ccccc2[nH]1	-5%
NCC(c1ccc(Cl)cc1Cl)c1c[nH]c2ccccc12 (stereo not given)	4%
O=C(O)COc1ccc(-c2nccc3c2C(=O)N(Cc2c[nH]c4ccccc24)CC(COc2ccc(F)cc2F)O3)cc1 (stereo not given)	-9%
Cc1ccccc1-c1nc(CSc2nc(C)c(C)c(=O)[nH]2)c(C)o1	7%
O=C(NC(NC(=O)c1ccccc1)c1cccc(F)c1)c1ccccc1	14%

Arranged by molecular weight (falling): six of the compounds above
SMILES	KDM5B inhibitor
COc1cccc(CN2C(=O)OC3(CCN(C(C)=O)CC3)C2(C)c2cccnc2)c1 (stereo not given)	-15%[86.2 µM]
CN(C)c1ccc2nnc(-c3cc(C(=O)Nc4cccc(Cl)c4)ccn3)n2n1	?
Cc1ccc(C)c(CN2C(=O)NC3(CCN(C(=O)c4ccncc4)CC3)C2=O)c1	-8%
O=C(NC(NC(=O)c1ccccc1)c1cccc(F)c1)c1ccccc1	14%
Cc1ccccc1-c1nc(CSc2nc(C)c(C)c(=O)[nH]2)c(C)o1	7%
Cc1cccc(Cn2c(-c3ccc[nH]c3=O)nc3ccccc32)c1	?

Further compounds.
SMILES	KDM5B inhibitor
COc1cccc(NC(=O)N[C@H]2[C@H](O)[C@@H](N3CCN(C)CC3)[C@@H]3OC[C@H]2O3)c1	?
Cc1ncc(-c2ccc(S(=O)(=O)Nc3cccc(Cl)c3)cc2)o1	-11%
Cc1cccc(N2CCN(C(=O)NC3CCCCC3)CC2C)c1 (stereo not given)	36%[activator]
COc1ccccc1CNC(=O)c1cccc(C)c1	22%
CCS(=O)(=O)N1CCCc2cc(C(=O)Nc3c(C)cccc3C(C)C)ccc21	-9%
Cc1ccc(C(=O)/C=C/c2ccc(-c3cc(Cl)ccc3Cl)o2)cc1	-15%
COc1ccc(OC)c(S(=O)(=O)Nc2ccc3c(c2)CCCN3C(=O)c2cccnc2)c1	17%
Cc1cc(Nc2cc(F)ccc2C)nc(-n2nc(C)cc2C)n1	-5%
O=S(=O)(Cc1ccccc1Cl)N1CCCc2ccccc21	0%
C=CCN1CC(C(=O)N2CCC3(CCC(=O)N(C4CC4)C3)CC2)CC1=O (stereo not given)	-5%
O=c1c(Cl)c(N2CCN(Cc3nnc(-c4ccc(Cl)cc4)o3)CC2)cnn1-c1ccccc1	2%
Cn1cncc1CNC(=O)c1cc(-c2ccc(F)cc2)cc2ncn(C)c12	28µM*
CCn1cnc2c1c(=O)n(CC(=O)N(C)Cc1ccc(Cl)s1)c(=O)n2Cc1ccccc1	-4%
O=C1Nc2cc(Cl)ccc2C(=O)N2CCN(C(=O)C3CCCCC3)C[C@H]12	?
CCCCN1C(C(=O)c2ccccc2)=C(OC(C)=O)c2ccccc2S1(=O)=O	?
O=C(COC(=O)c1ccccc1Nc1ccccc1F)c1ccccc1	-26%
COC[C@@H]1[C@H](NC(=O)c2ccc(OCCNC(C)=O)cc2)[C@@H]2CCO[C@H]12	39%[activator]
CC(Sc1nc2ccc(F)cc2c(=O)[nH]1)C(=O)NC1CCCCC1 (stereo not given)	17%
O=C(Cn1cc(SCc2c(F)cccc2Cl)c2ccccc21)N1CCCC1	-28%
COC(=O)c1c(COc2ccc(C)nc2[N+](=O)[O-])nc2ccccc2c1C	-8%

Quoted at random: 2 compounds from above, in no set order.
SMILES	KDM5B inhibitor
Cc1ncc(-c2ccc(S(=O)(=O)Nc3cccc(Cl)c3)cc2)o1	-11%
Cc1cc(Nc2cc(F)ccc2C)nc(-n2nc(C)cc2C)n1	-5%

Next structures:
SMILES	KDM5B inhibitor
Cc1cc(N2CCN(C)CC2)nc2ccc(NC(=O)CCC(=O)N3CCN(c4ccc([N+](=O)[O-])cc4)CC3)cc12	-9%
CCC(=O)Nc1ccccc1-c1nc2ccccc2n(CC(=O)Nc2ccc(C(C)=O)cc2)c1=O	5%
O=C(Nc1ccc(Cc2ccncc2)cc1)Nc1ccc(Cc2ccncc2)cc1	7%
Cc1cc(Cl)ccc1NC(=O)Cc1ccc(NC(=O)N2CCCCc3ccccc32)cc1	-6%
CN(C)CC1(O)CCCN(Cc2cc3ccccc3n2C)C1 (stereo not given)	-18%
COc1ncc(-c2n[nH]c3c2CC(=O)N(Cc2ccccc2)C3)cn1	-38%[86.2 µM]
CC(C)C(=O)N1CCCC(Cc2nc(C3CCOCC3)no2)C1 (stereo not given)	?
CCn1c(=O)c2c(nc(-n3nc(C)cc3C)n2Cc2c(Cl)cccc2Cl)n(C)c1=O	18%
O=C1NCc2ccccc2CC12CCCN2Cc1c(F)cccc1F (stereo not given)	19%[149 µM]
N#Cc1nc(-c2ccc(S(=O)(=O)N3CCOCC3)cc2)oc1NCCN1CCOCC1	i
CC(C)CNc1ccc2c(n1)C(C)(C(=O)N1CCC1)CN(Cc1ccccc1)C2 (stereo not given)	28µM*
Cc1cc(C)cc(C(=O)Nc2ccc(N(C)C)cc2)c1	7%
Cc1ccc(N2CC(c3nc4ccccc4n3CCC3CCCCC3)CC2=O)cc1 (stereo not given)	9%
COc1cccc(-n2c(=O)c3c(C)c(C)sc3n(CC(=O)NCc3ccccc3)c2=O)c1	-4%
CCCCOc1ccc(C(=O)Nc2ccc3c(c2)N(C(C)=O)CCC3)cc1	-11%
COc1ccc(NS(=O)(=O)c2ccc3[nH]c4c(c3c2)CCCC4)c(OC)c1	?
Cc1ccccc1Cn1cnc2c(oc3ccccc32)c1=O	0%
Cc1ccc(S(=O)(=O)NC2=NCN(Cc3cccnc3)CN2)cc1	-18%
Cn1cccc1/C=C(\C#N)c1ccc(Cl)cc1	-12%
COc1ccc(CC(=O)NC(C)c2nnc(SCc3ccc(Cl)cc3Cl)n2C)cc1 (stereo not given)	25%

Copied from the list:
`COc1ncc(-c2n[nH]c3c2CC(=O)N(Cc2ccccc2)C3)cn1` in KDM5B inhibitor is listed with -38%[86.2 µM]
`CN(C)CC1(O)CCCN(Cc2cc3ccccc3n2C)C1` (stereo not given) in KDM5B inhibitor is listed with -18%

(more compounds)
SMILES	KDM5B inhibitor
Cc1ccc(CNC(=O)CC2=C3CCCCC3NC2=O)cc1 (stereo not given)	-5%
CC(C)Nc1nc(N)c(C(=O)C23CC4CC(CC(C4)C2)C3)s1	6%
Cc1ccc(CNC(=O)Cn2c(N3CCc4ccccc4C3)nc(C)cc2=O)cc1	28µM*
Fc1cccc(-c2nc(COc3ccc(Br)cc3F)co2)c1	13%
CCCn1nc(C(=O)OCCOc2c(Cl)cccc2Cl)c2ccccc2c1=O	10%
NC(=O)c1ccc(NC(=O)/C=C/c2ccc(Cl)c(C(F)(F)F)c2)cc1	-3%
COC(=O)[C@@H]1C[C@H](NC(=O)c2[nH]nc(N)c2-c2ccccc2)CN1C	2%
COC(=O)c1ccc(NC(=O)CSc2nc3cc4ccccc4cc3[nH]2)cc1	?
COC(=O)c1ccccc1NC(=O)Cc1noc2ccc(C)cc12	-24%
O=C(Nc1ccc2c(c1)OCO2)c1cc(-c2ccc(Cl)cc2)on1	-13%
CCOCc1ccccc1CNS(=O)(=O)c1cc(Cl)cc(Cl)c1	-23%
CC(C)(C)OC(=O)N1CCC(c2c(C(=O)NCc3ccco3)cnn2-c2ccc(F)cc2)CC1	?
COC(=O)Cn1c(=O)c2c(nc(-n3nc(C)cc3C)n2Cc2ccc(F)cc2)n(C)c1=O	7%
CC(C)N1C(=O)C2(CCCC2)C1C(=O)N1CCN(c2ncccn2)CC1 (stereo not given)	?
CNC(=O)C1CN(c2ccccc2)C(=O)N1 (stereo not given)	15%[115 µM]
COc1cc(OC)c(NC(=O)Cn2cnc3c(nc4n3CCCCC4)c2=O)cc1Cl	3%[11.5 µM]
Cc1cc(C(=O)OC(C)C(=O)Nc2cc(C)on2)c2ccccc2n1 (stereo not given)	-29%
O=C(O)Cn1cc(C(C(=O)O)N2CCN(c3ccccc3)CC2)c2ccc(F)cc21 (stereo not given)	-15%
CCN(C(=O)Cn1c(C(=O)OC)cc2sccc21)c1cccc(C)c1	-4%
COc1ccc(CCNC(=O)/C(C#N)=C2\N=C(NC(=O)c3ccco3)c3ccccc32)cc1	?

Going on with the list:
SMILES	KDM5B inhibitor
CC1(c2noc(C3CC3)n2)CCN(C(=O)CCCc2nc3ccccc3s2)CC1	14%
O=C(CCc1ccccc1)NCC12CC3CC(CC(C3)C1)C2	-11%
CC(C)(CO)NC(=O)c1ccc2c(c1)C(=O)c1ccccc1-2	26%
O=C(N[C@H]1CCN2C(=O)c3cc(-c4ccccc4F)ccc3NC(=O)[C@H]12)C1CCCC1	-13%[86.2 µM]
Cc1ccc(CNC(=O)c2ccc3c(c2)CN(CCCc2ccc(C)o2)CCO3)cc1	?
COC(=O)c1ccccc1C(=O)N1CCNC(=O)C1Cc1ccccc1 (stereo not given)	-13%
Cc1ccc(S(=O)(=O)N/N=C\c2ccc3c(c2)OCO3)cc1C	22%
O=C(N/C(=C\c1ccccc1)C(=O)N1CCOCC1)c1ccc(Br)o1	26%
CC(C)Cn1c(N2CCN(CCCc3ccccc3)CC2)nc2c1c(=O)[nH]c(=O)n2C	-2%
N#Cc1c(SCC(=O)Nc2ccc(C(F)(F)F)cc2)sc2c(O)cc(=O)[nH]c12	-30%
Cc1ccc(NC(=O)C(Cc2c[nH]c3ccccc23)NC(=O)OC(C)(C)C)c(C)c1 (stereo not given)	-24%
Cc1nc2ccccc2n1CCc1nc2c3ccccc3nc(SCC(=O)Nc3ccc(Br)cc3F)n2n1	-1%
CCN1C(=O)C2(C(C(=O)c3ccc(C)o3)=C(O)C(=O)N2CCN2CCOCC2)c2ccccc21 (stereo not given)	-3%
Cc1ccc2c(CN3C(=O)NC4(CCCC4)C3=O)cc(=O)oc2c1	5%
O=C(NCc1cccc(Cl)c1)c1cc2cc(Cl)ccc2[nH]1	-9%
Cc1nc(-c2cccc(N3CC(C(=O)Nc4cccc(C(F)(F)F)c4)CC3=O)c2)no1 (stereo not given)	17%
CCCCn1c(N)c(N(CCC(C)C)C(=O)c2cc(-c3ccco3)nc3ccccc23)c(=O)[nH]c1=O	?
COc1ccc(CC(=O)N2CCC(CC(=O)NCc3ccccc3)C2)cc1 (stereo not given)	17%
O=C(NCCc1ccc(Cl)cc1)C1CC2CCC(C1)C21SCCS1 (stereo not given)	16%
O=C(/C=C/c1ccco1)NC1CCC(c2ccccc2)CC1 (stereo not given)	?

Other records:
SMILES	KDM5B inhibitor
COCCN1C(=O)c2[nH]nc(-c3ccccc3O)c2C1c1ccc(Cl)c(Cl)c1 (stereo not given)	-13%
O=[N+]([O-])c1c(NC2CCN(C3CC3)CC2)ccc2ncccc12	0%
O=C(CN(Cc1ccc(F)cc1)C(=O)CNS(=O)(=O)c1ccc(F)cc1)NCC1CCCO1 (stereo not given)	-1%
CCn1c(=O)c2c(nc(-n3nc(C)cc3C)n2Cc2c(F)cccc2Cl)n(C)c1=O	20%
N#CCCCCOC(=O)c1ccc(Oc2ccc(C(=O)OCCCCC#N)cc2)cc1	-16%
CN1C[C@H](NCc2cccnc2)CCC[C@@H](C(=O)NC2CC2)CC1=O	2%[86.2 µM]
CCN1C(=O)c2ccccc2Sc2ccc(NC(=O)Nc3cccc([N+](=O)[O-])c3C)cc21	-21%[11.5 µM]
COc1ccc(C(=O)N2CCN(c3nc4c(OC)cccc4s3)CC2)cc1OC	-10%
CC(C)C1C(=O)N(C)CCN1C(=O)c1cc(COc2cccc(F)c2)[nH]n1 (stereo not given)	-19%
COC(=O)COc1ccc2c(C)c(-c3ccc(OC)c(OC)c3)c(=O)oc2c1	?
COc1ccccc1-c1nc(C#N)c(N2CCN(C(=O)c3ccco3)CC2)o1	-20%
COc1ccc(CCNC(=O)c2ccc3c(c2)sc2nc(-c4ccccc4)cn23)cc1OC	?
COc1cc(/C=N/NC(=O)c2ccccn2)ccc1OC(=O)c1ccc(Br)cc1	-27%
CCOc1ccc(-n2c(/C=C/c3cccc(F)c3)nc3cc(OC)c(OC)cc3c2=O)cc1	-1%

Some of the compounds tested (hit frequency here may not be typical).
